# Bioassay records (PubChem)
# 14-3-3 PPI = alters human 14-3-3 gamma binding to Raf peptide | FP, 14-3-3gamma / TMR-pS259-Raf peptide binding | inhibition, % at 40 µM | 0.19% of 160,000 active | AID 422; in the data active = inhibition above about 30%;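 note: 0% = protein plus tracer without compound and 100% = blank with tracer alone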
# Target sequence (P61981 whole entry, looked up): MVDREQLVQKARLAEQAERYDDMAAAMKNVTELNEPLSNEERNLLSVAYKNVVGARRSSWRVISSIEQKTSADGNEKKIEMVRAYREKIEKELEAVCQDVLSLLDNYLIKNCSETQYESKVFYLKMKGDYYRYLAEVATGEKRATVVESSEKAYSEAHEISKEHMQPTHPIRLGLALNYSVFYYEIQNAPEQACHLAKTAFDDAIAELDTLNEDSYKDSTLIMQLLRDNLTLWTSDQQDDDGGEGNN
# An asterisk follows results filed as active; & = joins results of further samples.
SMILES,14-3-3 PPI
COC(=O)CN(c1c(C)cccc1C)S(C)(=O)=O,6
CC(C)CCOc1ccc(C(=O)O)cc1,-12
Cc1ccc(Cc2c(C)nc3nc(SCC(=O)NCC4CCCO4)nn3c2C)cc1 (configuration not stated),-3
COC(=O)C1CCCN1C(=O)C1CCCN1C(=O)CNC(=O)OCc1ccccc1 (configuration not stated),4
Cc1cccc(NC(=O)c2c(O)c3ccccc3n(C)c2=O)c1C,-12
COc1cc(C2C(=O)N(C3CCC(C)CC3)CC(=O)N2C2CC2)ccc1OC(C)C (configuration not stated),-5
CCN(CC)c1ncnc2sc(C(=O)N3CCN(Cc4ccccc4)CC3)c(C)c12,0
CCOC(=O)c1[nH]c2ccc(OC)cc2c1C,28
CC(=O)Nc1ccc(S(=O)(=O)N2CCCCC2c2cccnc2)cc1 (configuration not stated),-4
C/C(=N\O)C(=O)NCCCNCCCN(C)C,-7
COc1cccc(-n2c(=O)c3cc(OC)c(OC)cc3n(CC(=O)c3ccc4c(c3)OCO4)c2=O)c1,-9
COc1ccc(S(=O)(=O)N2CCC(C(=O)Nc3ccc4c(c3)OCO4)CC2)cc1,-12
CCOc1ccc(C(=O)Nc2nc3c(s2)CCc2ccccc2-3)cc1,-17
CCS(=O)(=O)N1N=C(c2cccc(NS(C)(=O)=O)c2)CC1c1ccccc1F (configuration not stated),-185
Cc1ccc2nc(-c3ccccn3)oc2c1,-6
O=c1oc2ccccc2n1CCOc1ccccc1,8
COc1ccccc1C(=O)N=c1sc2cc(Cl)ccc2n1C,1
Cc1ccc2c(c1)NC(=O)CO2,0
CCCCC(CC)CN=C1NS(=O)(=O)c2ccccc21 (configuration not stated),1
Nc1ccc(S(=O)(=O)Nc2nccc(C=Cc3ccc([N+](=O)[O-])cc3)n2)cc1,2
O=C(C1CC2CCC1C2)N1CCN(Cc2ccc3c(c2)OCO3)CC1 (configuration not stated),0
Clc1ccc(C2CC(c3ccc(Br)cc3)Nc3ncnn32)cc1 (configuration not stated),-2
COCC(=O)Nc1ccccc1NC(C)=O,0
Cc1ccc(NC(=O)c2cc3cc(Br)ccc3oc2=O)c(C)c1,-21
CCCCNC(=O)c1cc2nc(-c3ccc(OC)cc3)cc(C(F)(F)F)n2n1,0
Cc1ccccc1Oc1ccc(N2C(=O)C3CC=CC(C)C3C2=O)cc1 (configuration not stated),-12
C(=N\n1cnnc1)/c1ccc(N2CCOCC2)cc1,-2
O=C1CC(C(=O)Nc2ccccc2)N=C(N2CCCCC2)N1 (configuration not stated),2
COc1ccc(C2C(C(=O)NC3CCCCC3)CCC(=O)N2c2ccc(OC)cc2)cc1 (configuration not stated),3
COc1cccc(Oc2ccc(N)cc2)c1,-5
O=S(=O)(Nc1cccc(C(F)(F)F)c1)c1cnc[nH]1,-5&-2
Cc1nn(C(=O)C(C)N2C(=O)c3ccccc3C2=O)c(C)c1Br (configuration not stated),2
CCOC(=O)c1ccc(NCCc2ccc(Cl)cc2)c([N+](=O)[O-])c1,-3
Cn1c(C(=O)NCCCN2CCN(c3ccccc3F)CC2)cc2c(=O)n(C)c3ccccc3c21,-6
CC(=O)C1=C(O)C(=O)N(c2ccc(Br)cn2)C1c1cccc([N+](=O)[O-])c1 (configuration not stated),-31
CC1CCCCN1C(=O)c1c[nH]c2ccc(S(=O)(=O)N(C)c3ccc(Br)cc3)cc2c1=O (configuration not stated),-6
Cc1ccc2nc(-c3cccnc3)c(NC3CCCCC3)n2c1,0
COc1cc2c(cc1OC)C(C(=O)NCc1cccnc1)C(c1ccc(SC)cc1)N(C)C2=O (configuration not stated),-2
O=[N+]([O-])c1ccc(Cl)cc1Sc1nc2ccccc2[nH]1,0
CCC(CC)C(=O)Nc1cccc(C(=O)Nc2ccc3c(c2)OCO3)c1,-14
COC(=O)c1cc(Br)c(=O)n(CCC2=CCCCC2)c1,-6
CCn1cnc2sc(-c3ccccc3)cc2c1=O,2
CCCCCC(=O)N1c2ccccc2NC2=C(C(=O)CC(C)(C)C2)C1c1cccc(OC)c1OC (configuration not stated),-3
CCOC(=O)CSc1nccc(N(C)C)c1C#N,-2
CC(=O)Nc1cc(C(F)(F)F)ccc1N1CCOCC1,5
O=C(Nc1ccc(S(=O)(=O)N2CCCCC2)cc1)c1sc2ccccc2c1Cl,-31
COc1ccc(C=C2c3cc(C)ccc3-c3ncccc32)cc1,5
COc1ccc(CC(=O)N2CCCc3ccccc32)cc1OC,-4
Cc1[nH]nc2c1C(CCc1ccccc1)C(C#N)=C(N)O2 (configuration not stated),-5
O=C(NCc1cccnc1)C1CC(=O)N(c2ccc(Cl)cc2)C1 (configuration not stated),6
Cc1cccc(-n2c(SCC(N)=O)nc3c(c2=O)C2(CCCCC2)Cc2ccccc2-3)c1,3
CC(=O)Cc1nsc(NC(=O)c2ccc(COc3ccccc3)o2)n1,-8
Cc1cccc(CCn2c(=O)c3ccccc3n(CC(=O)C(C)(C)C)c2=O)c1,1
Cc1ccc(S(=O)(=O)N2CC3C4C=CC(C4)C3C2)cc1 (configuration not stated),-1
CCOC(=O)C1=C(C)Nc2nc(SCc3cccc(Cl)c3)nn2C1c1ccc(Cl)cc1 (configuration not stated),1
COc1cc2c(cc1OC)C(COc1ccc([N+](=O)[O-])cc1)N(C(=O)c1ccc(C)cc1)CC2 (configuration not stated),0
Cc1cc2ccccc2n1CCNC(=O)C(C)C,-6
Cn1c(NCc2ccco2)nc2c1c(=O)n(Cc1ccc(Cl)cc1Cl)c(=O)n2C,-12
CCOC(=O)c1ccc2c(c1)C1C=CCC1C(c1cccc(OC)c1OC)N2 (configuration not stated),-3
CN1CCN(CC(=O)N2c3ccccc3Sc3ccccc32)CC1,-4

# The results go on.
SMILES,14-3-3 PPI
CN(C)c1ccc(C=Cc2ccc(-c3ccccc3)cc2)cc1,5
Cc1cc(C(=O)NCCC2=CCCCC2)c(C)o1,-4
Cn1c(=O)c(=O)n(C)c2cc(S(=O)(=O)NCCc3ccccc3)ccc21,-5
COc1ccc(-c2c3c(=O)n(C)c(=O)n(C)c3cn2C2CCCCC2)cc1,-6
C=CCNC(=O)C1CCC(=O)N1C(C)C (configuration not stated),6
CSCCC(NC(=O)c1cc(CC(C)C)oc1C)C(=O)O (configuration not stated),5
Cc1ccc(OCC(O)CN2CCN(Cc3ccc4c(c3)OCO4)CC2)c(C)c1 (configuration not stated),0&-1
O=C(NCCC1=CCCCC1)C1CC(=O)N(C2CCCC2)C1 (configuration not stated),-2
COc1ccc(OC)c(CN2CCN(C(=O)c3cccs3)CC2)c1,-9
Oc1ccc(-c2nc3cnccn3c2Nc2ccc3c(c2)OCCO3)cc1,-2
CC(NS(=O)(=O)c1ccc(F)cc1)C(=O)O (configuration not stated),-2
COc1cc(NC(=O)c2oc3ccccc3c2O)c2ccccc2c1,-11
Cc1c(C(=O)N2CCC(Cc3ccccc3)CC2)sc2ncn(Cc3cccc(F)c3)c(=O)c12,-30
CC1CCN(S(=O)(=O)c2ccc3[nH]c(=O)cc(C(=O)NC(C)c4ccccc4)c3c2)CC1 (configuration not stated),-6
COc1ccccc1N(CC(=O)Nc1ccc(C(C)C)cc1)S(C)(=O)=O,2
Nc1c(C(=O)N2CCOCC2)sc(=S)n1-c1ccccc1,-8&-3
CCc1cc(=O)oc2c(C)c(OCC(=O)O)ccc12,-3
OCCSc1nncn1/N=C/c1c[nH]c2ccccc12,-5
COc1ccccc1NC(=O)N1CCc2[nH]c3ccc(Cl)cc3c2C1,-4
N#CCc1ccc(NC(=O)CCc2ccccc2)cc1,-8

# A stretch from further up, for reference:
SMILES,14-3-3 PPI
Cn1c(NCc2ccco2)nc2c1c(=O)n(Cc1ccc(Cl)cc1Cl)c(=O)n2C,-12
CCOC(=O)c1ccc2c(c1)C1C=CCC1C(c1cccc(OC)c1OC)N2 (configuration not stated),-3
CN1CCN(CC(=O)N2c3ccccc3Sc3ccccc32)CC1,-4
CN(C)c1ccc(C=Cc2ccc(-c3ccccc3)cc2)cc1,5
Cc1cc(C(=O)NCCC2=CCCCC2)c(C)o1,-4
Cn1c(=O)c(=O)n(C)c2cc(S(=O)(=O)NCCc3ccccc3)ccc21,-5
COc1ccc(-c2c3c(=O)n(C)c(=O)n(C)c3cn2C2CCCCC2)cc1,-6
C=CCNC(=O)C1CCC(=O)N1C(C)C (configuration not stated),6
CSCCC(NC(=O)c1cc(CC(C)C)oc1C)C(=O)O (configuration not stated),5
Cc1ccc(OCC(O)CN2CCN(Cc3ccc4c(c3)OCO4)CC2)c(C)c1 (configuration not stated),0&-1
O=C(NCCC1=CCCCC1)C1CC(=O)N(C2CCCC2)C1 (configuration not stated),-2
COc1ccc(OC)c(CN2CCN(C(=O)c3cccs3)CC2)c1,-9
Oc1ccc(-c2nc3cnccn3c2Nc2ccc3c(c2)OCCO3)cc1,-2
CC(NS(=O)(=O)c1ccc(F)cc1)C(=O)O (configuration not stated),-2
COc1cc(NC(=O)c2oc3ccccc3c2O)c2ccccc2c1,-11
Cc1c(C(=O)N2CCC(Cc3ccccc3)CC2)sc2ncn(Cc3cccc(F)c3)c(=O)c12,-30
CC1CCN(S(=O)(=O)c2ccc3[nH]c(=O)cc(C(=O)NC(C)c4ccccc4)c3c2)CC1 (configuration not stated),-6
COc1ccccc1N(CC(=O)Nc1ccc(C(C)C)cc1)S(C)(=O)=O,2
Nc1c(C(=O)N2CCOCC2)sc(=S)n1-c1ccccc1,-8&-3
CCc1cc(=O)oc2c(C)c(OCC(=O)O)ccc12,-3

# The list goes on.
SMILES,14-3-3 PPI
O=C(CN1C(=O)CSc2ccc(S(=O)(=O)N3CCOCC3)cc21)NC1CCCCCCC1,3
COc1ccc(S(=O)(=O)N2CCC(C(=O)Nc3ccc(F)cc3)CC2)c2cccnc12,16
COc1ccc(Cc2c(O)nc(SCC(=O)N3CCOCC3)[nH]c2=O)cc1,-2
CCOc1ccc(N2C(C(C)=O)=NN(c3ccc(Cl)cc3)C2c2ccc3c(c2)OCO3)cc1 (configuration not stated),-13
CC1=C(C(=O)OCCOC(C)C)C(c2cccs2)C2=C(CC(C)(C)CC2=O)N1 (configuration not stated),-5
CC(=O)N1CCN(C(=S)c2ccc(N(C)C)cc2)CC1,2
Cc1ccc(-c2csc3nnc(SCC(=O)Nc4nsc(-c5ccccc5)n4)n23)cc1,-2
CCOc1cc2c(cc1OCC)C(c1c(O)cccc1OC)NCC2 (configuration not stated),-4
COc1ccc(S(=O)(=O)Nc2ccc3c(c2)OCO3)cc1OC,-8&-34
Cc1cc(C)nc(NC(=O)CN2C(=O)c3ccccc3C2=O)n1,-1
Cc1ccc(C(=O)Nc2c3c(nn2C(C)(C)C)CSC3)cc1[N+](=O)[O-],7
CSc1nc(-c2ccccc2)nc2[nH]ccc(=O)c12,0&-19
CN1C(=O)c2ccccc2C(C(=O)NCCCN2CCCC2)C1c1c[nH]c2ccccc12 (configuration not stated),-8
C#CC(C)(C)NC(=O)c1ccccc1OC,-6&-4
O=C1CCN(C(=O)C(F)(F)F)c2cc(Br)ccc2N1,-6
COc1ccc(S(=O)(=O)N(C)CC(=O)NC2CCCC2)cc1Cl,8
FC(F)(F)c1cc(-c2cccs2)nc(NCCc2ccccc2)n1,3
CN1CCCc2cc3c(C(F)(F)F)cc(=O)oc3nc21,-4
COc1cc(OC)cc(C(=O)Nc2cc(C(=O)N3CCN(C(C)=O)CC3)ccc2N2CC3CC(C2)c2cccc(=O)n2C3)c1 (configuration not stated),-2
Cc1ccc(OCC(=O)Nc2cc(-c3nn4c(C)nnc4s3)ccc2C)cc1,-10
OC(COc1cccc(OCC(O)CN2CCOCC2)c1)CN1CCOCC1 (configuration not stated),3
Cc1[nH]c2ccccc2c1SCCNC(=O)c1ccc(OC(C)C)cc1,-2
CCOCCn1c(CN(C)Cc2ccccc2)nc2c1c(=O)n(C)c(=O)n2C,0
O=C1CCC(=O)N1CN(C(=O)c1ccco1)c1ccccc1,-9
Cc1ccccc1CN1CCN(CC(=O)Nc2cccc(C(F)(F)F)c2)CC1,2
CC(C)C(=O)Nc1ccc(Nc2ccccc2)cc1,1
Cc1ccc(C(=O)Nc2nc(-c3ccc(Br)cc3)cs2)cc1[N+](=O)[O-],-5
COc1cc(N(C)C)c([N+](=O)[O-])cc1C(=O)N1CCN(CCO)CC1,3
O=C1CC(NCc2ccc3c(c2)OCO3)C(=O)N1CCc1ccccc1 (configuration not stated),2
CC(C)COc1ccc(C(=O)NCc2ccco2)cc1,-5
Cc1ccc(C(=O)Nc2ccc3oc(-c4ccc(Cl)cc4)nc3c2)cc1[N+](=O)[O-],-9
CN(C)c1ccc(C2=NOC(CN3C(=O)c4ccccc4S3(=O)=O)C2)cc1 (configuration not stated),-7
Nc1cc(OC(=O)c2cccc3ccccc23)nn1S(=O)(=O)c1ccccc1,-20
COC(=O)c1ccc(CSc2nc3c([nH]c4ccccc43)c(=O)n2C)o1,1
O=C1CCC([N+](=O)[O-])C(c2cccs2)N1 (configuration not stated),-1
COc1cccc(OCCn2ccnc2)c1,6
CCC(=O)N1CCc2cc(S(=O)(=O)CCC(=O)N(C)c3ccc(OC)cc3)ccc21,5
CCc1ccc(C2NC(=O)NC3=C2C(=O)CCC3)cc1 (configuration not stated),-5
O=C(Nc1nccs1)c1cc2cc(Cl)ccc2oc1=O,-14
COC(=O)COc1ccc2c(=O)c(-c3ccc(Cl)cc3)c(C(F)(F)F)oc2c1,-2
CCc1ccc(C2=Nn3c(nnc3-c3cccc(F)c3)SC2)cc1,4
Cc1nnc(C)c2c(C)[nH]c(C)c12,-142
O=C(O)Cn1cc(C(=O)C2CC2)c2ccccc21,9
CC1=C(C(=O)OCCOc2ccccc2)C(c2ccc(O)cc2)C2=C(CC(c3ccccc3)CC2=O)N1 (configuration not stated),0
COc1cccc(Nc2nc(-c3ccc(C)cc3)cs2)c1,2
CC(=O)Nc1ccc(Br)c2cccnc12,5
O=C(NCCc1c[nH]c2ccccc12)c1ccc2c(=O)n(Cc3ccc(Cl)cc3)c(=S)[nH]c2c1,2
O=C(Cc1c(F)cccc1Cl)Nc1ccon1,-2
CC1(C)Oc2ccc(C(=O)NC3CC3)cc2N(CC(=O)N2CCOCC2)C1=O,7
CC1(C)C(=O)Nc2ccccc2N1C(=O)COC(=O)Cn1cnc2ccccc2c1=O,-4
CCN=c1sc(C(=O)NCCc2ccccc2)cc(=O)n1CC,-3
CCOc1ccccc1Cn1c(=O)oc2ccccc21,-4
O=C(CCC1CCCCC1)Nc1c2c(nn1-c1ccc(Cl)cc1)CSC2,-3

# A portion of the library; count on the stated rates, not on these rows.
